Screening results (PubChem BioAssay)
DAX1 inh-1: NR0B1 (DAX1) inhibition; P51843; HEK293 Gal4-DAX1 luciferase reporter, luminescence; inhibition, % at 6.75 µM; 340,000 tested, 0.99% active; AID 504766;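 active means inhibition above the mean over all tested compounds plus 3 SD, cut at about 4.2% in these data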;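 further: 0% = DAX1-transfected cells with DMSO and 100% = empty-vector control cells with DMSO; inhibition shows as a rise in luminescence from relieved DAX1 repression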
Target sequence (P51843 207-470 limits assumed): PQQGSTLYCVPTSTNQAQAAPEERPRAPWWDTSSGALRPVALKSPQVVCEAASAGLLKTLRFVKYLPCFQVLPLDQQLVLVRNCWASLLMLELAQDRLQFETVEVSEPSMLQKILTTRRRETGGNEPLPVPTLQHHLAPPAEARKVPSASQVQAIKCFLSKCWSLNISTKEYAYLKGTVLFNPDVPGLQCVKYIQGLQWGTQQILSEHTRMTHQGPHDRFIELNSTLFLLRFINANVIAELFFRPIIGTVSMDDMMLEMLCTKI
SMARCA2 activ: activators of SMARCA2 function. activation, % at 9.1 µM. 370,000 tested, 1% active. AID 652017. MG213 cells, MMTV-luciferase reporter, dexamethasone, overnight; in the data active means activation above about 7.8%;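 further: 0% = vehicle wells and 100% = reference activator wells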
GAA850 FXN act: frataxin GAA850 promoter activation; HEK293 lucGAA850 FXN promoter luciferase reporter, 24 h; percent of 10 µM SAHA response; activation, % at 6 µM; 360,000 tested, 0.56% active; AID 540364;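 active means activation above the average of all compounds screened plus 3 SD, cutoff fixed separately per campaign, cut at about 7.5% in these data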;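 further: 0% = DMSO wells and 100% = 10 µM SAHA wells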
DAX1 inh-2: blocks DAX1 repression of SF-1 activated StAR promoter | HEK293T StAR-luciferase reporter, SF-1/DAX-1 repression relief | inhibition, % at 6.8 µM | 370,000 tested, 1.1% active | AID 652010;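 active means inhibition above the mean over all tested compounds plus 3 SD, cut at about 3.6% in these data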;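 further: 0% = DAX-1 cells with DMSO and 100% = cells lacking DAX-1 with DMSO; higher inhibition means more luminescence from relief of DAX-1 repression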
ssDAF-12 act: S. stercoralis DAF-12 activation, primary screen | 370,000 tested, 1% active | activation, % at 6.8 µM | HEK293 ssDAF-12/GRIP1 lit1-tk-luc reporter, luminescence; % of 3 µM dafachronic acid response | AID 652126;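 active means activation above the mean over all tested compounds plus 3 SD, cut at about 0.9% in these data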;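 further: 0% = DMSO-only wells and 100% = 3 µM delta7-dafachronic acid wells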
sPLA2-III inh: Inhibits HGIII-sPLA2 liposome hydrolysis, primary screen | 370,000 tested, 0.56% active | QFRET BODIPY PC-A2 liposome hydrolysis, fluorescence | AID 743126 | inhibition, % at 12.2 µM;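 active means inhibition above mean plus 3 SD of compounds lying within the high and low control bounds, cut at about 19% in these data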;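 further: 0% = median of test compound wells and 100% = no enzyme DMSO wells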
Target sequence (Q9NZ20 whole entry, looked up): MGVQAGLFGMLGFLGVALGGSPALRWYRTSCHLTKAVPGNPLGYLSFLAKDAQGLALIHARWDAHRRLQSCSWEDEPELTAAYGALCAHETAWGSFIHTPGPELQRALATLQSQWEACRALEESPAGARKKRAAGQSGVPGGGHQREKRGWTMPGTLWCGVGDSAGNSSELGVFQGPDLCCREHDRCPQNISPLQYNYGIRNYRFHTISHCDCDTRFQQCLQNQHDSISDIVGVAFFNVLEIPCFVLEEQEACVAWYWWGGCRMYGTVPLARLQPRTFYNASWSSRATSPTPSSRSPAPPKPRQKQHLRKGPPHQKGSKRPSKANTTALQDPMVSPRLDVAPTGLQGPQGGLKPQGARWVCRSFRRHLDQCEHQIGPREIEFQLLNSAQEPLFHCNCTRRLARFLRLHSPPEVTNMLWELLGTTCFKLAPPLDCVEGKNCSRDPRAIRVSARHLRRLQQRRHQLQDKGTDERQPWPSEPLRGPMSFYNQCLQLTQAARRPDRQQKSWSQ
hgDAF-12 ag: agonists of H. glycines DAF-12 nuclear receptor | 370,000 tested, 1.8% active | HEK293 GAL4-hgDAF12 UAS-luciferase reporter, agonist luminescence; normalized to butyrate control | activation, % at 6.8 µM | AID 687014;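 active means activation above a cutoff set at the mean of all screened compounds plus 3 SD, cut at about 10% in these data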;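 further: 0% = DMSO wells and 100% = sodium butyrate wells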
Rev-erbA mod: modulators of human Rev-erb alpha DNA binding; P20393; Rev-erbα–FITC-DNA binding, fluorescence polarization, 90 min; activity, % at 10 µM; 370,000 tested, 0.79% active; AID 1259318;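 active means activity above about 14%, limit read from the data; passing the limit was not always enough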;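 further: 0% = DMSO wells with 35 nM protein and 100% = DMSO wells with 750 nM protein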
hcDAF12 agonist: H. contortus DAF-12 activation, primary screen; AID 652067; 370,000 tested, 1.4% active; activation, % at 6.8 µM; HEK293 hcDAF-12 lit1-tk-luc reporter, luminescence; 0% DMSO, 100% Δ7-dafachronic acid;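 active means activation above the mean of all tested compounds plus 3 SD, cut at about 5.5% in these data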;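 further: 100% = response to 3 µM Δ7-dafachronic acid high control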
PG9 Ab binder: binds the HIV-1 gp120 antibody PG9; TR-FRET gp120-PG9 antibody binding; inhibition, % at 6.7 µM; 360,000 tested, 0.43% active; AID 624416; in the data active means inhibition above about 8.5%
PLCb3 inh: PLC-beta3 (human) inhibition, primary screen. Q01970. Purified PLC-beta3, fluorogenic substrate, fluorescence. inhibition, % at 12.2 µM. 370,000 tested, 0.18% active. AID 720704; in the data active means inhibition above about 11%;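 further: 0% = median of compound wells on plate and 100% = full blocker control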
* = called active by the depositor; · = not tested or not shown. These rows are one share of the data, so the mix of outcomes need not match the whole.

structure | DAX1 inh-1 | SMARCA2 activ | GAA850 FXN act | DAX1 inh-2 | ssDAF-12 act | sPLA2-III inh | hgDAF-12 ag | Rev-erbA mod | hcDAF12 agonist | PG9 Ab binder | PLCb3 inh
O=C1CN=C(c2ccccc2)c2ccccc2N1 | -1.0 | -1 | -0.3 | -0.3 | -1.1 | 0 | -1.0 | 0 | -2.2 | -1.3 | 1
CC(=O)Nc1ccc(OC(=O)N2CCCCC2)cc1 | -0.8 | -3 | -2.4 | 1.2 | -1.4 | 5 | -4.5 | 1 | -1.6 | -1.4 | 2
COc1cc2c(c(OC)c1OC)-c1ccc(C(=O)O)cc1[C@@H](NC(C)=O)CC2 | 0.1 | 1 | -0.2 | -0.5 | -1.5 | 5 | 0.5 | -4 | -0.8 | -1.2 | 3
CN(C)C1=C(C#N)C(c2ccccc2)=NP(N(C)C)(N(C)C)=N1 | 0.8 | 3 | 0.5 | -0.3 | -1.6 | -1 | -1.5 | 3 | -0.7 | -1.4 | 6
CCN1CCN(c2ccc(NC(C)=O)cc2Cl)CC1 | -1.5 | 2 | -2.2 | 0.7 | -1.1 | 3 | 3.4 | 7 | 0.2 | 1.3 | 0
CN1CCc2nc(SCC(=O)OC(C)(C)C)c(C#N)cc2C1 | 0.8 | 0 | 4.1 | -0.1 | -1.2 | 12 | 1.2 | 3 | -0.5 | -0.4 | -183
O=C(NC1CCCCC1)N1Cc2ccc(Br)cc2-n2nncc2C1 | · | -2 | · | 0.4 | -1.1 | 10 | 5.2 | -5 | -2.7 | -1.4 | -1
CN1C(=O)C(=Cc2cc([N+](=O)[O-])ccc2N2CCCCC2)C(=O)N(C)C1=O | -0.2 | -3 | 1.0 | 0.8 | -1.2 | 8 | 0.5 | -3 | -0.8 | -1.8 | 5
O/N=C1\CCC2CN(C3CCCCC3)CC2C1 (configuration not stated) | 0.6 | -1 | 2.6 | 0.6 | -1.3 | 0 | -1.2 | 2 | -0.7 | 1.0 | 3
CCSc1nnc([C@@H](N)Cc2c[nH]c3ccccc23)o1 | 0.1 | 1 | 1.6 | -0.1 | -1.2 | 2 | -0.3 | 0 | 1.7 | -1.1 | -11
O=c1[nH]c(=S)n(-c2ccccc2Cl)c(O)c1C=NCCN1CCNCC1 | -0.4 | -1 | -1.5 | 0.1 | -1.1 | 13 | -0.9 | 0 | -0.9 | -2.1 | -7
CC/C(=N\N1CCN(C)CC1)c1c(O)[nH]c(=O)[nH]c1=O | -0.6 | 4 | 4.0 | 0.5 | -1.3 | -3 | 0.5 | -3 | -0.1 | 0.0 | 5
CS(=O)(=O)NNP(=O)(NNS(C)(=O)=O)NC(=O)c1ccc(Br)cc1 | 2.4 | -3 | -2.1 | 0.1 | -0.8 | -4 | 3.0 | -3 | 0.9 | 0.0 | -5
Cc1cc(NC(=O)CCC(=O)N2CCC3(CC2)OCCO3)no1 | 1.8 | -1 | -1.4 | -1.3 | -1.4 | -2 | 0.1 | 3 | -1.4 | -0.8 | 2
CC12CC[C@H]3[C@@H](CCC4(O)C[C@H](O)CCC34/C=N/NC(=O)c3ccccc3[N+](=O)[O-])C1(O)CCC2C1=CC(=O)OC1 (some centres not stated) | 2.5 | 3 | 0.4 | 0.6 | -0.7 | -7 | 2.0 | 7 | 1.1 | 0.0 | 0
O=C(CN1CCOCC1)c1ccc2cc[nH]c2c1 | 1.3 | 2 | -0.1 | 1.3 | -0.2 | -3 | 2.1 | 6 | 1.9 | -2.5 | -199
CN(C)c1ccc(/C=C2/C(=N\O)C3CCN2CC3)cc1 | 2.7 | 4 | 2.6 | 0.9 | -0.3 | 19 | 4.0 | -1 | -0.4 | -7.8 | -108
COc1ccccc1NC1=NCCS1 | 0.3 | 0 | 3.2 | 0.2 | -0.6 | 6 | 1.9 | 1 | -1.5 | 0.1 | -4
CCCN(CCC)C1CCc2ccc(O)cc2C1 (configuration not stated) | 1.6 | 5 | 0.6 | 0.9 | -0.7 | 0 | 0.4 | 13 | -1.9 | -0.8 | 2
CC(C(=O)Nc1ccc(Cl)cc1Cl)N1CC=C(c2ccccc2)CC1 (configuration not stated) | 0.9 | 1 | -1.4 | -0.3 | -1.3 | -2 | 1.9 | 4 | 0.8 | 1.0 | -1
O=c1[nH]c(=O)n(-c2ccc(Cl)cc2)c(O)c1C=NCCN1CCCCC1 | 0.3 | 2 | 2.1 | 0.5 | -1.4 | -3 | 5.9 | -2 | -1.1 | -0.5 | 1
CCCC(=O)N(C)C1=Nc2ccc(Cl)cc2C(c2ccccc2)=[N+]([O-])C1 | -1.1 | -2 | -2.0 | -0.4 | -0.3 | -4 | 1.8 | 3 | -2.2 | -1.8 | -15
CCCNC(=O)N1C2CCC1CC(O)(c1cccnc1)C2 (configuration not stated) | 0.9 | 2 | -0.9 | 0.8 | -1.2 | 12 | -1.8 | 1 | -2.2 | -1.1 | 3
O=C(CN1CC(c2ccccc2)CC1=O)Nc1cccc(F)c1 (configuration not stated) | 0.9 | 1 | -2.4 | -0.7 | -1.0 | 2 | -3.0 | 4 | -2.5 | -1.2 | -6
COc1ccc(C2CN(C)CC2C(=O)c2ccc(F)cc2)cc1Cl (configuration not stated) | 0.3 | 6 | -0.3 | 1.7 | -1.5 | -22 | 0.8 | -5 | -0.6 | -1.4 | -2
CCN1CCN(CC(c2ccccc2)c2ccccc2)CC1 | -0.4 | -3 | 1.7 | -0.2 | -1.4 | 5 | -1.2 | 0 | -1.3 | 0.3 | -6
Cc1cccc(C)c1OC(=O)Cc1ccccc1 | -0.1 | 0 | -0.1 | 0.0 | -1.3 | -3 | 0.1 | 7 | -1.9 | -3.1 | 3
O=C(NCc1ccc(C(=O)N2CCC3(CC2)OCCO3)cc1)c1ccc2c(c1)OCO2 | 0.5 | -2 | -0.8 | -0.8 | -2.1 | 7 | -2.5 | -1 | -1.4 | 0.7 | -5
Cc1ccc2c(c1)C1CN(C)CCC1N2C(=O)/C(C#N)=C/c1ccc2c(c1)OCO2 (configuration not stated) | -0.1 | -3 | 1.7 | 1.6 | -0.2 | -23 | -3.3 | -1 | -1.4 | -0.5 | -4
N#CC(C#N)=Cc1ccc(O)c(O)c1 | 0.4 | 6 | 3.2 | 0.9 | -1.0 | 5 | 1.1 | -3 | 1.5 | -3.2 | -6
CC(=O)NC1=C(N2CC2C)C(=O)C(NC(C)=O)=C(N2CC2C)C1=O (configuration not stated) | -0.2 | 3 | 0.7 | -0.4 | -1.4 | 4 | -1.1 | -4 | 0.3 | -19 | 1
Cc1ccc2c(CN3CC=C(c4ccccc4)CC3)cc(=O)oc2c1C | -1.0 | -4 | 1.6 | -0.2 | -1.5 | 3 | -1.7 | -3 | 1.0 | -2.1 | -11
Cc1cccc(-n2c(C)nc3ccc(Cl)cc3c2=O)c1 | 0.2 | 3 | 2.4 | 0.2 | -1.2 | -1 | -0.7 | -4 | -0.5 | -3.3 | 3
COc1ccc(OC)c(CN2CCN(C(=O)Cc3ccccc3)CC2)c1 | 2.5 | 4 | -0.5 | 0.3 | -0.8 | 5 | -2.2 | -8 | -2.0 | 0.3 | -3
S=C1NC2(CCCCC2)NC12CCCCC2 | 0.6 | -1 | -3.0 | -0.1 | -1.1 | 6 | 0.9 | 5 | -2.0 | -1.3 | -7
C=CCN1C[C@@H](C)N(C(c2ccc(C(=O)N(CC)CC)cc2)c2cccc(OC)c2)C[C@@H]1C (some centres not stated) | -1.3 | -2 | 0.7 | 2.7 | -1.7 | 3 | 0.7 | 0 | -3.6 | -1.8 | 1
O=c1[nH]cc(N(CCCl)CCCl)c(=O)[nH]1 | · | -7 | · | 1.2 | -1.8 | 5 | 1.6 | 0 | -1.1 | · | 6
ClCCN(CCCl)c1ccc(C=NNc2ncccn2)cc1 | 0.6 | 8 | -0.7 | 1.2 | 0.3 | 4 | 9.3 | -4 | 0.6 | -7.9 | 2
O=c1c2ccccc2nc(-c2ccccc2)n1-c1ccccc1 | -2.7 | -1 | -0.3 | 0.2 | -1.6 | -6 | -2.7 | -5 | -1.1 | -2.6 | -4
O=S(=O)(c1ccc(Cl)cc1)N1Cc2cc(Br)ccc2-n2nncc2C1 | · | -2 | · | -0.7 | -0.7 | -1 | 3.8 | -1 | 0.2 | -0.6 | -1

2 of these compounds, reformatted.
Fields – DAX1 inh-1, SMARCA2 activ, GAA850 FXN act, DAX1 inh-2, ssDAF-12 act, sPLA2-III inh, hgDAF-12 ag, Rev-erbA mod, hcDAF12 agonist, PG9 Ab binder, PLCb3 inh
COc1ccc(OC)c(CN2CCN(C(=O)Cc3ccccc3)CC2)c1
    2.5, 4, -0.5, 0.3, -0.8, 5, -2.2, -8, -2.0, 0.3, -3
Cc1cccc(-n2c(C)nc3ccc(Cl)cc3c2=O)c1
    0.2, 3, 2.4, 0.2, -1.2, -1, -0.7, -4, -0.5, -3.3, 3

(continued)
structure | DAX1 inh-1 | SMARCA2 activ | GAA850 FXN act | DAX1 inh-2 | ssDAF-12 act | sPLA2-III inh | hgDAF-12 ag | Rev-erbA mod | hcDAF12 agonist | PG9 Ab binder | PLCb3 inh
CCOc1ccccc1OCC(=O)Nc1ccc(Cl)cc1C(=O)c1ccccc1 | -0.8 | -3 | -2.0 | -0.2 | -1.8 | -6 | 1.2 | 1 | -0.7 | -2.5 | 3
CCOP(=O)(OCC)C(O)c1ccc(N(C)C)cc1 (configuration not stated) | 1.6 | 2 | 0.0 | 0.0 | -1.2 | 4 | 3.3 | 0 | 0.4 | -2.1 | 2
Cc1ccc(-n2c(O)c(C=NC3CCCCC3N)c(=O)[nH]c2=O)cc1C (configuration not stated) | 1.7 | 3 | -0.5 | 0.6 | -0.5 | -8 | 1.8 | -6 | -1.6 | 0.2 | -6
O=C1NC(=S)NC(=O)C1=Cc1ccc(OCc2ccccc2)cc1 | 2.0 | 2 | 2.3 | -1.6 | 0.1 | -1 | 5.2 | -2 | 2.6 | 0.8 | -3
N#CC1(c2ccccc2)CCN(C2CC(=O)N(c3cccc(F)c3)C2=O)CC1 (configuration not stated) | -0.3 | 0 | 1.6 | 0.4 | -0.9 | 0 | -2.0 | -2 | -1.5 | -0.2 | -3
COC(=O)C1=C(c2cccc(Cl)c2)C[C@@H]2CC[C@H]1N2C(=O)NCC1CC1 | 0.7 | 0 | -0.1 | 0.0 | -0.8 | 5 | 1.8 | -3 | -2.4 | 1.6 | 3
COC(=O)C1=C(c2ccc(Cl)c(C(F)(F)F)c2)C[C@@H]2CC[C@H]1N2C(=O)NCc1cc(C)oc1C(F)(F)F | 2.4 | 1 | -1.4 | -0.1 | -1.2 | 5 | 0.4 | 2 | -1.5 | -1.4 | -1
Cn1cc(C(=O)OCC(=O)Nc2ccccc2)c2ccccc21 | -1.3 | -2 | 2.6 | 2.5 | -1.1 | 0 | 1.2 | 2 | -0.2 | 0.7 | 4
O=C(Cc1ccccc1)OC(COCc1ccccc1)CN1CCOCC1 (configuration not stated) | 0.1 | 0 | -0.6 | 0.3 | -1.0 | 3 | 4.0 | -2 | -0.3 | -2.2 | 0
CCN(CC)S(=O)(=O)N1CCC(C(=O)N2CCC3(CC2)OCCO3)CC1 | 1.4 | -2 | 0.6 | 0.5 | -1.4 | 4 | -0.4 | -6 | -0.3 | -1.2 | 2
